High-throughput results as filed in PubChem BioAssay.
All columns: NCI-60 one-dose screen, growth in % after 48 h at 10 µM unless noted; 100 = growth as untreated, 0 = no growth, -100 = all killed.
RPMI-8226: RPMI-8226 leukemia cells | AID 1794781 | 77,000 compounds, 7.5% hits
MOLT-4: MOLT-4 leukemia cells; 80,000 compounds, 6.9% hits; AID 1794779
CCRF-CEM: CCRF-CEM leukemia; AID 1794778; 77,000 compounds, 7% hits
MDA-MB-468: MDA-MB-468 breast cancer; 78,000 compounds, 8.5% hits
MDA-MB-231: MDA-MB-231 breast cancer; 81,000 compounds, 5% hits
K-562: K-562 leukemia; 78,000 compounds, 7.4% hits; AID 1794777
SR: SR leukemia cells; 73,000 compounds, 8.7% hits; AID 1794780
MDA-MB-435: MDA-MB-435 melanoma | AID 1794794 | 82,000 compounds, 7.8% hits
An asterisk follows results filed as active; / = no result given; & = joins results of further samples; [ ] = dose if it differs, or a comment. The calls were made as follows: active = growth percent below 10; inactive = the rest. Compounds were not picked by outcome, and some 16% of all compounds hit somewhere here.

Values in the order: CCRF-CEM | MDA-MB-468 | K-562 | RPMI-8226 | MDA-MB-231 | SR | MOLT-4 | MDA-MB-435
1) CCNc1cc2oc(=O)cc(C)c2cc1C
 : 99 | 88 | 90 | 99 | 104 | / | 78 | 95
2) O=S(=O)(Oc1ccc(-c2cn3ccoc3n2)cc1)c1ccc(F)cc1
 : 93 | 89 | 92 | 93 | 103 | 77 | 94 | 104
3) Cc1ccc(S(=O)(=O)c2nc(-c3ccccc3)oc2SCc2ccccc2)cc1
 : 97 | 86 | 88 | 73 | 93 | 97 | 88 | 100
4) Clc1ccc(/C=N/c2ccccn2)cc1
 : 95 | 110 | 97 | 103 | 113 | 93 | 94 | 99
5) Cc1[nH]c(C(=O)Nc2ccc(C(=O)NCC3CCNCC3)cc2OC(C)C)c(Cl)c1Cl
 : 33 | 22 | 11 | 42 | 72 | -0.7* | 20 | 72
6) O=C(Nc1ccc(F)cc1)c1c(NC(=O)C(F)(F)F)sc2c1CCCCC2
 : / | -17* | 6.6* | -37* | -20* | 2.4* | 3.2* | 3.2*
7) CCCCN(CCCC)c1ccc(C(=N)c2ccc(N(C)C)cc2)cc1
 : 1.0* | -76* | -31* | -43* | -77* | -44* | 1.8* | -74*
8) COc1cccc(/C=C/c2c(C(=O)c3ccccc3)c(=O)[nH]c3ccccc23)c1
 : 103 | 90 | 84 | 90 | 99 | / | 90 | 112
9) COc1ccc(C(OCC2OC(n3ccc(NC(=O)c4ccccc4)nc3=O)C(O)C2O)(c2ccccc2)c2ccccc2)cc1 (configuration not stated)
 : 47 | 46 | 33 | 3.1* | 58 | 12 | 3.2* | 31
10) CN1CCN(Cc2occc(=O)c2O)CCN(C)CCN(Cc2occc(=O)c2O)CC1
 : 49&92 | 88&111 | 17&101 | 29&97 | 62&106 | 31&80 | 48&97 | 47&108
11) COC(=O)c1ccc(Cn2cnc3c(N)ncnc32)cc1
 : 102 | 106 | 89 | 104 | 88 | 104 | 93 | 123
12) CCCCCCCCCCC/C=C\C[C@H](O)C/C=C1/C(=O)C=C[C@@H]1C/C=C\CCCC(=O)OC
 : 12 | -46* | 2.5* | -10* | -18* | 6.5* | -0.2* | -15*
13) CC(=O)Oc1cccc2c(OC(C)=O)cccc12
 : 80 | 117 | 94 | 87 | 88 | 96 | 91 | 114
14) c1ccc(NC2CCCCC2)cc1
 : 102 | 103 | 108 | 96 | 105 | 99 | 104 | 98
15) CC(=O)Nc1nc(C)c(S(=O)(=O)Cl)s1
 : / | 109 | 97 | 102 | 114 | 94 | 96 | 107

Laid out differently: results already given.
#2 O=S(=O)(Oc1ccc(-c2cn3ccoc3n2)cc1)c1ccc(F)cc1
#3 Cc1ccc(S(=O)(=O)c2nc(-c3ccccc3)oc2SCc2ccccc2)cc1
#4 Clc1ccc(/C=N/c2ccccn2)cc1
#5 Cc1[nH]c(C(=O)Nc2ccc(C(=O)NCC3CCNCC3)cc2OC(C)C)c(Cl)c1Cl
#6 O=C(Nc1ccc(F)cc1)c1c(NC(=O)C(F)(F)F)sc2c1CCCCC2
#7 CCCCN(CCCC)c1ccc(C(=N)c2ccc(N(C)C)cc2)cc1
#8 COc1cccc(/C=C/c2c(C(=O)c3ccccc3)c(=O)[nH]c3ccccc23)c1
#9 COc1ccc(C(OCC2OC(n3ccc(NC(=O)c4ccccc4)nc3=O)C(O)C2O)(c2ccccc2)c2ccccc2)cc1 (configuration not stated)
#10 CN1CCN(Cc2occc(=O)c2O)CCN(C)CCN(Cc2occc(=O)c2O)CC1
#11 COC(=O)c1ccc(Cn2cnc3c(N)ncnc32)cc1
#12 CCCCCCCCCCC/C=C\C[C@H](O)C/C=C1/C(=O)C=C[C@@H]1C/C=C\CCCC(=O)OC
#13 CC(=O)Oc1cccc2c(OC(C)=O)cccc12
Assay by compound	2	3	4	5	6	7	8	9	10	11	12	13
CCRF-CEM	93	97	95	33	/	1.0*	103	47	49&92	102	12	80
MDA-MB-468	89	86	110	22	-17*	-76*	90	46	88&111	106	-46*	117
K-562	92	88	97	11	6.6*	-31*	84	33	17&101	89	2.5*	94
RPMI-8226	93	73	103	42	-37*	-43*	90	3.1*	29&97	104	-10*	87
MDA-MB-231	103	93	113	72	-20*	-77*	99	58	62&106	88	-18*	88
SR	77	97	93	-0.7*	2.4*	-44*	/	12	31&80	104	6.5*	96
MOLT-4	94	88	94	20	3.2*	1.8*	90	3.2*	48&97	93	-0.2*	91
MDA-MB-435	104	100	99	72	3.2*	-74*	112	31	47&108	123	-15*	114

#14 c1ccc(NC2CCCCC2)cc1
#15 CC(=O)Nc1nc(C)c(S(=O)(=O)Cl)s1
Assay by compound	14	15
CCRF-CEM	102	/
MDA-MB-468	103	109
K-562	108	97
RPMI-8226	96	102
MDA-MB-231	105	114
SR	99	94
MOLT-4	104	96
MDA-MB-435	98	107

Other compounds
Values in the order: CCRF-CEM | MDA-MB-468 | K-562 | RPMI-8226 | MDA-MB-231 | SR | MOLT-4 | MDA-MB-435
16) O=C1c2c(O)cc(O)cc2OC(c2ccc(O)c(O)c2)C1O (configuration not stated)
 : 98 | 112 | 104 | 100 | 106 | 101 | 107 | 111
17) C=C(C)[C@@H]1CCC=C2CC[C@]3(C)[C@H](CC[C@@H]4[C@@]5(C)Cc6c([nH]c7ccccc67)C(C)(C)[C@@H]5CC[C@]43C)[C@H]21
 : 94 | 107 | / | 102 | 110 | 76 | 85 | 113
18) CC(=O)NCc1cc(C)c(C)cc1C
 : / | 93 | 94 | 88 | 110 | 98 | 96 | 114
19) COC(=O)C(C#N)=C(C)C
 : 95 | 109 | / | 99 | 104 | 84 | 99 | 107
20) CC(C)(C)c1nn(-c2ccccc2)c2c1COCN2Cc1ccc(F)cc1
 : 69 | 77 | 53 | 29 | 91 | 51 | 73 | 101
21) O=C(c1ccc(F)cc1)N1CCn2c(nnc2C(F)(F)F)C1
 : 107 | 94 | 99 | 101 | 105 | 104 | 99 | 103
22) CC(=O)[C@@H]1CC[C@]2(C(=O)NC3CCCCC3)CC[C@]3(C)[C@H](CC[C@@H]4[C@@](C)(CCC#N)[C@H](C(C)=O)CC[C@]43C)[C@@H]12
 : 100 | 85 | 93 | 88 | 93 | / | 93 | 100
23) Clc1ccc(-c2nc(-c3c[nH]c4ncccc34)cs2)cc1
 : 109[100 µM] | 80[100 µM] | 100[100 µM] | 91[100 µM] | 31[100 µM] | 85[100 µM] | 98[100 µM] | 89[100 µM]
24) C/C(=C\Cl)COC(C)(C)C
 : 107&100 | 111 | 105&99 | 105&95 | 110&126 | 93&99 | 102&101 | 99
25) COC1c2cc(C)cc(O)c2C2=C(C(=O)c3c(O[C@H]4C[C@H](O)[C@@H](O)C(C)O4)cccc3C2=O)N1Cc1ccc(C(=O)O)cc1 (some centres not stated)
 : 90 | 86 | 59 | 50 | 50 | 50 | 83 | 16
26) CCOC(=O)C1=C(C(=O)c2ccc(OC)cc2)C(c2c(Cl)cccc2Cl)C(C(=O)c2ccc(OC)cc2)=C(C(=O)OCC)N1
 : 114 | 108 | 108 | 119 | / | / | 111 | 104
27) Cc1ccc(/C=C2\SC(=S)N(CCCC(=O)O)C2=O)cc1
 : 112 | 88 | 96 | 103 | 100 | 124 | 127 | 97
28) O=C(NCn1c(=O)[nH]c2ccccc2c1=O)Nc1ccc(O)cc1
 : 97 | 88 | / | 106 | 100 | / | / | 117
29) O=C(O)COc1ccccc1[N+](=O)[O-]
 : 95 | 107 | 98 | 89 | 113 | 83 | 93 | 110
30) COc1ccc2c(c1)oc1c(C)c3c(c(C)c12)C(=O)N(CCCCCC#N)C3=O
 : 99 | 116 | 102 | 106 | 94 | 100 | 98 | 95
31) CCOc1ccc(NC(=S)NC(=O)c2ccco2)cc1
 : 130 | 98 | 120 | 115 | 110 | 94 | 121 | 101
32) CCOC(=O)C1CC2OC2CC1C(=O)OCC (configuration not stated)
 : 88 | 118 | 115 | 112 | 117 | / | 100 | 107
33) N#Cc1c(Nc2ccccc2)nn2c(-c3ccc(Br)cc3)ccnc12
 : 98 | 97 | 111 | 89 | 109 | 53 | 100 | 101
34) CC1CCCC(C)N1C(=O)c1ccccc1 (configuration not stated)
 : / | 106 | 99 | 103 | 117 | 101 | 102 | 102
35) CC12CCC3C4(C)COC(c5cccc([N+](=O)[O-])c5)OC4CCC3(C)C1CC(C1=CCOC1=O)O2 (configuration not stated)
 : 97 | 87 | 87 | 85 | 93 | 112 | 94 | 99
36) COc1ccc(Cn2cc(C(=O)Nc3cccnc3Nc3cc(OC)c(OC)c(OC)c3)nn2)cc1
 : 99 | 99 | 99 | 98 | 91 | 107 | 100 | 110
37) CC1=CC(=Nc2cc(Cl)c(O)c(Cl)c2)C=CC1=O
 : 112 | 122 | 97 | 90 | 90 | / | 163 | 104
38) Nc1ccc(S(=O)(=O)Nc2nc(/C=C/c3ccccc3)cc(-c3cc(/C=C/c4ccccc4)nc(NS(=O)(=O)c4ccc(N)cc4)n3)n2)cc1
 : 92 | 106 | 97 | 107 | / | / | 100 | 104
39) COc1cccc(-c2nc(-c3ccc(NC(=O)c4ccccc4)cc3)[nH]c2-c2ccnc(Br)c2)c1
 : 21 | 29 | 2.4* | / | 34 | -2.7* | 15 | /
